COUP-TFII inh = NR2F2 transcriptional activity inhibitors, primary screen, cell-based, luciferase reporter, HEK293T, luminescence; AID 686940, 2013; inhibition, % at 8.6 µM; 370,000 compounds, 0.7% hits; HEK293T NGFI-A luciferase reporter;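 active = inhibition above a per-plate cutoff, mean inhibition of test wells between control levels plus 3 SD, cut at about 38% in these data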;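 also: cells cotransfected with COUP-TFII expression vector driving the NGFI-A reporter; 0% = median of COUP-TF2 test wells and 100% = reporter-only cells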
LMP1 NFkB inh = EBV LMP1-driven NF-kappaB luciferase reporter inhibitors, primary screen, cell-based, luminescence, single point; 350,000 compounds, 0.69% hits; LMP1-induced NF-kappaB luciferase reporter cells; inhibition, % at 12.5 µM; in the data active = inhibition above about 41%;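 also: 0% = neutral control wells and 100% = reference inhibitor control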
LRH-1 inv ag = LRH-1 (NR5A2) inverse agonists, primary screen, cell-based, luminescence, HEK293T, StAR-luciferase reporter. 360,000 compounds, 0.13% hits. AID 602396, 2012. LRH-1 transfected, 24 h. inhibition, % at 3.6 µM. Nuclear receptor subfamily 5 group A member 2 (Homo sapiens), O00482;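 active = inhibition above the mean inhibition of all tested compounds plus 3 SD, cut at about 73% in these data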;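 also: 0% = DMSO wells and 100% = reporter-only cells lacking LRH-1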
TLR9-MyD88 inh = inhibitors of TLR9-MyD88 association in cells, primary screen, cell-based, CHO, BLA complementation, fluorescence | CCF4 FRET ratio | inhibition, % at 4.98 µM | 340,000 compounds, 0.21% hits;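 active = inhibition above the mean over all tested compounds plus 3 SD, cut at about 21% in these data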;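 also: 0% = DMSO only wells and 100% = clavulanate BLA inhibitor control wells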
Target sequence (Q99836 whole entry, looked up): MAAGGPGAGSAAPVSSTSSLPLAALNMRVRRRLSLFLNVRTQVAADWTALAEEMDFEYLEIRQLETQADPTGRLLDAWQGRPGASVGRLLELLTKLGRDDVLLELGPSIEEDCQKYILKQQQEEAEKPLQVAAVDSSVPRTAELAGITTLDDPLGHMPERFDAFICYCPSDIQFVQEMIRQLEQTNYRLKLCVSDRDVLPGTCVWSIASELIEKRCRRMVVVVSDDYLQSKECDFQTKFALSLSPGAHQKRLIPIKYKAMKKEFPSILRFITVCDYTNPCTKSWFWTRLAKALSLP
Target sequence (Q9NR96 whole entry, looked up): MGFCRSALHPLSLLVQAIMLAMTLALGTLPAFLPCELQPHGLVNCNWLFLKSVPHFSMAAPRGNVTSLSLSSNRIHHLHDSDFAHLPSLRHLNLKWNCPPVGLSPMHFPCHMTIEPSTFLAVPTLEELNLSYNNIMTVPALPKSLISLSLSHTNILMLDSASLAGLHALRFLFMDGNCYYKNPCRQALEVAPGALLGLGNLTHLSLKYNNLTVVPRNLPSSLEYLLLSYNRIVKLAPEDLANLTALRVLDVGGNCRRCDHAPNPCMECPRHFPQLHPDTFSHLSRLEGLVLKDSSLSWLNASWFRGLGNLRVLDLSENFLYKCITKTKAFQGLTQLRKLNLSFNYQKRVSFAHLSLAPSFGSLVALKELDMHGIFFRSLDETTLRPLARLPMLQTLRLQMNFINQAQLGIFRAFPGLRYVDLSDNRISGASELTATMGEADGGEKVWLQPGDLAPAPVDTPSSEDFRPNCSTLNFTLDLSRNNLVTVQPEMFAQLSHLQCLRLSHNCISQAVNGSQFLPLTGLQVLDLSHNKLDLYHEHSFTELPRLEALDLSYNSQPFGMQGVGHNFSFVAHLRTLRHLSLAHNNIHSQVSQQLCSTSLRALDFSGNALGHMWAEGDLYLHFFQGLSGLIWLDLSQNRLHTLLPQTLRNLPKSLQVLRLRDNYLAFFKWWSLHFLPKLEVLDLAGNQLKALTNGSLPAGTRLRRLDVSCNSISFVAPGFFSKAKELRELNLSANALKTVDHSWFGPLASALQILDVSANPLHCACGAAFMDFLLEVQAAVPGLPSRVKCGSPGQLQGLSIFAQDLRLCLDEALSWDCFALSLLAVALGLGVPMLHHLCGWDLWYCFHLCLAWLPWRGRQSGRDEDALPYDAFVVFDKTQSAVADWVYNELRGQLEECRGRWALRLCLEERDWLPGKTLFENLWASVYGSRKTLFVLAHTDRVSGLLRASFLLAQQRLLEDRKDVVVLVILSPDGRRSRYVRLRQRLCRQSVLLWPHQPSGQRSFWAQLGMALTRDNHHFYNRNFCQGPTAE
MC4R barr agon = MC4R agonists recruiting beta-arrestin, primary screen, cell-based, luminescence, agonist arm of biased-ligand search. U2OS MC4R beta-arrestin complementation; percent of melanotan II response, DMSO zero. 360,000 compounds, 0.98% hits. Melanocortin receptor 4 (Homo sapiens), P32245. activation, % at 8.9 µM;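 active = activation above a per-plate cutoff, the mean activation of sample wells on that plate plus 3 SD, cut at about 8% in these data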
MC4R antagonist = MC4R antagonists of cAMP signaling, primary screen, cell-based, TR-FRET, antagonist arm of biased-ligand search; Melanocortin receptor 4 (Homo sapiens), P32245; MC4R-expressing cells, MTII-stimulated cAMP, LANCE TR-FRET; inhibition, % at 6.5 µM; 360,000 compounds, 0.48% hits; AID 540295, 2011;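 active = inhibition above its plate's cutoff, the mean of tested wells on that plate plus 3 SD, cut at about 29% in these data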;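 also: 0% = Melanotan II alone and 100% = Melanotan II plus saturating MCL0020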
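System: U2OS-MC4R stable cell line; Technique: Eu-cAMP/anti-cAMP TR-FRET, emission 671 nm; Repeats: single well per compound; Also added: Melanotan II; Dosing: one concentration, 6.5 µM nominal; Schedule: 30-min compound, 1-h challenge, 1-h detection, room temperature.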
ABHD5-PLIN5 inh = ABHD5-PLIN5 interaction inhibitors, primary screen, cell lysate, split luciferase complementation, luminescence; Perilipin-5 (Homo sapiens) + 1-acylglycerol-3-phosphate O-acyltransferase ABHD5 (Homo …; Split G. princeps luciferase complementation, 4 h; inhibition, % at 4 µM; 360,000 compounds, 0.78% hits;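 active = inhibition above the mean inhibition across every tested compound plus 3 SD, cut at about 22% in these data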;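 also: 0% = DMSO only wells and the 100% control is not disclosed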
NOD2-RIPK2 inh = NOD2-RIPK2 binding disruptors in cells, primary screen, fluorescence, CHO cells, BLA complementation. AID 624267, 2012. inhibition, % at 4.98 µM. CCF4 ratio. 360,000 compounds, 0.38% hits. Receptor-interacting serine/threonine-protein kinase 2 (Homo sapiens), O43353; in the data active = inhibition above about 21%;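 also: 0% = vehicle only and 100% = reference blocker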
NCOA3 inh = SRC3 coactivator transcriptional activity inhibitors, primary screen, cell-based, luminescence. AID 588352, 2011. Nuclear receptor coactivator 3 (Homo sapiens), Q9Y6Q9. inhibition, % at 3.6 µM. 360,000 compounds, 0.17% hits. HEK293 GAL4-SRC3 luciferase reporter;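 active = inhibition above a per-campaign cutoff, the mean of all compounds plus 3 SD, cut at about 60% in these data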;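 also: 0% = DMSO-treated cells and 100% = gossypol-treated cells at 36 µM; higher means less SRC3-driven luciferase light from the GAL4 reporter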
SRC1 inh = SRC1 coactivator transcriptional activity inhibitors, primary screen, cell-based, luminescence; AID 588354, 2011; Nuclear receptor coactivator 1 (Homo sapiens), Q15788; 360,000 compounds, 0.12% hits; HEK293 GAL4-SRC1 luciferase reporter; inhibition, % at 3.6 µM;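 active = inhibition above the campaign mean plus 3 SD, with each screening campaign given its own cutoff, cut at about 60% in these data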;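 also: 0% = DMSO treated cells and 100% = gossypol at 36 µM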
SRC2 inh = inhibition of GAL4-SRC2 driven luciferase reporter, primary screen, SRC2 inhibitor project, cell-based, luminescence; Nuclear receptor coactivator 2 (Homo sapiens), Q15596; HEK293 GAL4-SRC2 luciferase reporter; inhibition, % at 9 µM; 370,000 compounds, 0.17% hits;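 active = inhibition above the mean inhibition of all tested compounds plus 3 SD, set per campaign, cut at about 52% in these data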;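 also: 0% = DMSO treated cells and 100% = cells given Gossypol at 36 µM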
Numbers without * were called inactive; . = no result given. This is a subset. The share of hits here may be higher or lower than overall.

SMILES	COUP-TFII inh	LMP1 NFkB inh	LRH-1 inv ag	TLR9-MyD88 inh	MC4R barr agon	MC4R antagonist	ABHD5-PLIN5 inh	NOD2-RIPK2 inh	NCOA3 inh	SRC1 inh	SRC2 inh
O=C1COc2ccc(C(=O)COC(=O)Cc3ccccc3F)cc2N1	-0.1	-8.9	2.9	7.0	-4.1	1.3	-3.7	4.4	-16.3	9.8	-11.2
CN1C(=O)c2ccccc2C(C(=O)O)C1c1cn(C)c2ccccc12 (configuration not stated)	9.0	-3.7	2.4	1.3	0.9	0.6	2.2	-2.5	16.7	-12.2	3.7
Cc1ccc(CS(=O)(=O)CC(C)(O)c2ccc(Cl)cc2)cc1 (configuration not stated)	-7.7	-7.9	-0.5	0.8	-0.8	8.1	-2.4	-15.3	0.5	3.0	-15.0
C=CCOC(=O)C1=C(C)Nc2nnnn2C1c1cc(OC)ccc1OC (configuration not stated)	7.2	-5.6	1.0	4.5	-1.6	2.5	-2.8	-4.6	4.8	-15.8	-22.9
CCn1ccnc1CN(C)C(=O)c1cc(COc2c(F)cccc2F)on1	3.6	0.9	-12.3	-7.2	-0.5	1.9	2.7	-2.6	-15.1	-42.9	20.1
COCCC(=O)N1CCOCC1c1cc(C(=O)Nc2ccccc2)no1 (configuration not stated)	-9.8	.	-16.2	.	1.1	2.3	-4.5	3.3	-2.6	-18.5	-8.5
CN(C)c1oc(-c2ccccc2Cl)nc1C#N	-14.9	-0.3	-15.0	3.1	0.0	6.1	-3.3	-13.2	1.8	2.4	-9.1
Cc1cc(OCC(=O)Nc2ccc(S(=O)(=O)NC3=NCCCCC3)cc2)c(C(C)C)cc1Cl	1.8	-1.2	-16.2	-6.5	-1.6	9.4	-5.1	-3.1	18.6	-13.7	-0.4
CCCCOc1ccc(N(CC(=O)NC2CCCC2)C(=O)CCC(=O)Nc2ccccn2)cc1	12.0	4.0	-20.9	-2.3	-0.5	10.6	-2.8	5.0	-16.3	0.1	-4.7
CCOC(=O)c1c(C=O)c(C)n(Cc2ccccc2Cl)c1C	6.0	-22.4	-4.9	4.8	2.2	-0.4	-2.8	4.7	9.5	-13.5	7.4
CCOC(=O)CC(=O)Nc1nnc(C(C)C)s1	-3.6	-28.9	-15.1	0.5	-0.1	4.6	1.4	0.5	16.8	-20.8	-16.5
CC(=O)c1ccc(N2C(=O)NC3(CCCCC3)C2=O)cc1	-11.9	-0.1	-28.0	12.1	-3.4	4.0	-4.7	10.0	-2.3	-26.0	0.7

6 compounds from above, sorted by the value under NOD2-RIPK2 inh, ascending.
SMILES	COUP-TFII inh	LMP1 NFkB inh	LRH-1 inv ag	TLR9-MyD88 inh	MC4R barr agon	MC4R antagonist	ABHD5-PLIN5 inh	NOD2-RIPK2 inh	NCOA3 inh	SRC1 inh	SRC2 inh
CN(C)c1oc(-c2ccccc2Cl)nc1C#N	-14.9	-0.3	-15.0	3.1	0.0	6.1	-3.3	-13.2	1.8	2.4	-9.1
C=CCOC(=O)C1=C(C)Nc2nnnn2C1c1cc(OC)ccc1OC (configuration not stated)	7.2	-5.6	1.0	4.5	-1.6	2.5	-2.8	-4.6	4.8	-15.8	-22.9
COCCC(=O)N1CCOCC1c1cc(C(=O)Nc2ccccc2)no1 (configuration not stated)	-9.8	.	-16.2	.	1.1	2.3	-4.5	3.3	-2.6	-18.5	-8.5
O=C1COc2ccc(C(=O)COC(=O)Cc3ccccc3F)cc2N1	-0.1	-8.9	2.9	7.0	-4.1	1.3	-3.7	4.4	-16.3	9.8	-11.2
CCOC(=O)c1c(C=O)c(C)n(Cc2ccccc2Cl)c1C	6.0	-22.4	-4.9	4.8	2.2	-0.4	-2.8	4.7	9.5	-13.5	7.4
CC(=O)c1ccc(N2C(=O)NC3(CCCCC3)C2=O)cc1	-11.9	-0.1	-28.0	12.1	-3.4	4.0	-4.7	10.0	-2.3	-26.0	0.7

Continued:
SMILES	COUP-TFII inh	LMP1 NFkB inh	LRH-1 inv ag	TLR9-MyD88 inh	MC4R barr agon	MC4R antagonist	ABHD5-PLIN5 inh	NOD2-RIPK2 inh	NCOA3 inh	SRC1 inh	SRC2 inh
CCCn1c(C(C)NC(=O)c2ccccc2)nc2ccccc21 (configuration not stated)	20.4	0.5	1.8	0.8	-1.5	8.3	-2.4	-12.3	1.4	15.8	-6.3
CCCCCCCC/C=C\CCCCCCCC(=O)NCCc1ccc(O)c(O)c1	59.2*	-75.2	78.5*	11.8	9.8*	13.9	9.7	-1.7	61.8*	59.9	48.5
COc1ccccc1OC(C)C(=O)Nc1ccccc1C(=O)NCc1cccnc1 (configuration not stated)	11.8	-2.5	-19.4	2.1	-0.6	-4.9	6.2	3.9	-14.7	16.5	-13.3
O=C(NC1CCCCCCC1)c1cccc(S(=O)(=O)N2CCOCC2)c1	-6.5	3.0	-3.5	2.0	-0.5	5.5	-1.5	4.6	-32.5	-4.3	-6.1
COC(=O)CCC(=O)Nc1nnc(C(F)(F)F)s1	-13.1	4.2	12.0	-9.1	-1.2	2.5	-1.5	-12.8	10.6	-5.3	-0.1
CCOC(=O)Nc1cccc(OCC(=O)Nc2ccc(OC)cc2OC)c1	9.0	-6.1	-8.0	-2.8	0.0	7.4	6.6	0.7	16.9	-17.2	-17.3
COc1ccc(CNC(=O)CCCn2c(=O)c3cccn3c3cccnc32)cc1	-0.4	14.9	9.7	3.5	-0.1	8.2	3.4	-10.8	-9.8	-1.3	-17.2
CCOC(=O)c1c(O)c2cccc3c2n(c1=O)CC3	-5.1	-2.5	20.9	9.0	1.2	9.9	2.5	1.3	-3.3	8.5	7.3
O=C(Cc1ccc(F)cc1)N1CCC(N2CCC(C(=O)N3CCOCC3)CC2)CC1	-13.2	-7.8	-12.2	3.1	-1.2	-1.8	-4.4	5.7	16.1	-13.6	6.5
CCOc1ccc(S(=O)(=O)N2CCCCC2)cc1NC(=O)Cc1ccccc1	-13.7	19.4	-10.7	1.9	2.0	3.8	-1.4	3.9	-24.9	0.2	-30.8
CCN(CC)CCOC(=O)c1ccc(Cl)cc1	-7.0	-6.1	0.5	1.3	1.7	12.1	1.8	-8.4	-0.9	9.1	-16.1
O=c1[nH]c(NCCO)nnc1Cc1ccccc1	24.1	-4.8	20.3	-1.1	-2.2	1.2	3.6	-5.2	1.0	-9.4	-5.7
CC(=O)c1ccc(N2CCN(C(=O)Nc3ccc(C)cc3)CC2)cc1	-4.2	-5.6	-1.8	-1.9	-0.9	5.8	-1.4	-11.6	4.7	2.0	15.3
Cc1nc2cc3ccccc3cc2c(=O)[nH]1	-54.6	-2.0	-99.0	6.0	1.1	3.8	-1.6	3.3	-66.6	-38.7	-55.5
O=C(CN1CCN(c2ccccc2O)CC1)Nc1ccccc1C(=O)NCCc1ccccc1	7.5	-8.4	-43.9	5.7	-2.2	-31.3	-0.9	-4.9	-30.3	-32.1	-6.0
CCOC(=O)C1Cn2c(nc3c(c2=O)C2(CCCC2)Cc2ccccc2-3)S1 (configuration not stated)	-9.4	5.5	-17.0	3.4	2.6	4.4	4.7	-4.9	13.4	-4.0	-6.2
CC(C)=CCC/C(C)=C/CC/C(C)=N/O	13.2	2.4	9.2	0.9	0.6	-4.3	-1.6	0.6	7.8	-24.9	6.1
O=c1c2[nH]c3ccc(Cl)cc3c2ncn1Cc1ccccn1	7.8	0.9	2.3	2.1	-1.8	-2.9	6.1	-1.1	14.1	-6.1	19.9
CCn1c(=O)c(-c2ccccc2)c(O)c2ccccc21	-4.8	-5.5	-10.1	-4.2	1.2	11.0	3.4	2.3	3.5	-0.5	-30.8
O=C(NC1CCCCCCC1)c1ccc(CNc2c(N3CCOCC3)c(=O)c2=O)cc1	-0.9	-17.0	-37.1	2.6	-0.9	-3.4	-5.4	6.0	-0.4	-32.2	-14.4
CN(C)CC(O)COc1ccc(C(C)(C)c2ccc(OCC(O)CN(C)C)cc2)cc1 (configuration not stated)	7.6	-60.1	11.2	4.4	-2.5	2.4	16.2	-3.5	19.4	-7.4	-32.8
O=C(CNC(=O)c1cccs1)NCC(=O)OCc1ccc(F)cc1	4.5	-4.2	-1.9	-3.4	1.1	-3.6	-0.4	5.6	-1.2	1.0	-2.8
CCCC(=O)NCc1cc(-c2nn(C)c(=O)c3ccccc23)ccc1C	-0.1	2.5	-14.9	5.3	-0.9	13.8	-0.5	-9.8	-18.1	-32.2	-23.1
O=C(C(O)c1ccccc1)N1CCN(S(=O)(=O)c2ccc(OC(F)(F)F)cc2)CC1 (configuration not stated)	2.6	.	-8.9	.	.	.	0.8	-8.9	.	.	33.2
O=C(CSc1ccccc1F)Nc1ccc(N2CCOCC2)cc1	-31.7	-15.1	22.0	-4.2	-1.4	6.5	-6.4	-6.0	-36.0	-32.3	-32.7
O=c1[nH]c(SCc2ccc(Cl)cc2)nc2ccccc12	2.4	-3.4	11.5	-7.4	1.9	-11.9	-2.5	6.7	2.5	-31.2	-2.7
NNC(=O)c1cc(-c2cccs2)nc2ccccc12	-0.4	2.4	7.8	-4.5	1.4	6.4	0.3	12.9	-9.2	4.3	5.1
Cc1ccc(/C(O)=C2\C(=O)C(=O)N(CC(C)O)C2c2ccccn2)cc1 (configuration not stated)	-8.5	-3.4	-0.5	-6.2	-2.4	-2.4	-2.9	-5.9	1.5	-6.6	-40.2
CCC/C=N/NC(=O)c1ccc(F)cc1	-17.6	10.1	-44.2	-4.3	-1.7	1.5	-5.9	11.3	1.2	2.0	-19.9

Source: PubChem BioAssay
